NR3A LBD binder: modulates the human NR3A ligand-binding domain; NR3A LBD differential scanning fluorimetry, Tm shift; 0% = protein alone, 100% = glycine-bound protein; 340,000 tested, 2.5% active; Tm shift relative to glycine control, % at 25 µM;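 active means melting temperature shift of at least 10% of the positive control shift, at one fixed dose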
NALP3 yeast inh: NALP3 inhibition in yeast; Yeast reconstituted NLRP3/ASC/caspase-1, beta-gal luminescence, 24 h; inhibition, % at 10 µM; 330,000 tested, 0.39% active; AID 2825;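 active means inhibition of 50% or more; inactive means inhibition below 50%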;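 further: plate controls were induced DMSO wells for no effect and uninduced yeast grown without galactose for full effect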
TIM10 inh: inhibits growth of TIM10 yeast strain. S. cerevisiae TIM10 strain growth, BacTiter-Glo luminescence, 24 h. inhibition, % at 10 µM. 330,000 tested, 1.4% active. AID 463195;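 active means inhibition of 40% or more at the single tested concentration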;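 further: wild-type TIM10 isogenic control strain grown at permissive 25 °C; 0% = DMSO yeast wells and 100% = minimal medium wells without yeast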
CHOP UPR activ: activators of apoptotic arm of unfolded protein response (CHOP) | CHO-CHOP luciferase reporter, UPR activation, luminescence; percent of tunicamycin response over DMSO baseline | 330,000 tested, 0.34% active | AID 449763 | activation, % at 10 µM;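 active means at 10 µM dose, activation of 40% or more, normalized to positive control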;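 further: 100% = tunicamycin at 10 µg/mL and 0% = DMSO alone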
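assay system = CHO CHOP reporter cells | amount = 500 CHO-CHOP cells per well | buffer or medium = F12 with 10% FBS | incubation = 16-18 h cell attachment, then 6 h compound exposure, 37 °C | detection = luminescence read with Steady-Glo | read-out = percent activation relative to tunicamycin control | controls = tunicamycin high control, DMSO low control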
tim10-1 inh: tim10-1 yeast growth inhibition. inhibition, % at 20 µM. 330,000 tested, 2.2% active. S. cerevisiae tim10-1 ts strain growth, BacTiter-Glo, 24 h;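 active means inhibition of at least 40%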;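 further: mutant grown at 25 °C; 0% = DMSO wells with yeast and 100% = wells holding no yeast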
Mdm2-MdmX inh: inhibitors of human Mdm2/MdmX interaction. O15151+Q00987. SaOS-2 split-luciferase Mdm2/MdmX complementation, luminescence. inhibition, % at 8 µM. 330,000 tested, 3% active;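 active means inhibition of at least 50% at 8 µM in the primary screen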
UPR XBP1 act: adaptive UPR (XBP1) activation; CHO-XBP1 luciferase reporter, IRE1-XBP1 UPR activation, luminescence; percent of tunicamycin response, DMSO as zero; 330,000 tested, 0.33% active; activation, % at 20 µM;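 active means versus positive control, 20 µM dose yields 30% or more activation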;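 further: 100% = tunicamycin at 10 µg/mL and 0% = DMSO only wells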
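Assay system: IRE1-XBP1 luciferase reporter CHO line. Input: 1000 cells/well. Buffer or medium: F12 with 10% serum. Doses: 20 µM, 1% DMSO. Times: overnight seeding at 37 °C, 6 h compound treatment at 37 °C. Technique: Steady-Glo luciferase glow luminescence, 10 min after reagent addition.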
tim23-1 inh: inhibits growth of tim23-1 mutant yeast. AID 463212. inhibition, % at 20 µM. 330,000 tested, 1.3% active. S. cerevisiae tim23-1 growth, BacTiter-Glo luminescence, 24 h;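 active means growth inhibition of the mutant yeast at or above 50%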;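 further: temperature-sensitive mutant grown at 25 °C; plate controls were DMSO-treated mutant yeast for no effect and medium wells lacking yeast for full effect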
APJ agonist: APJ receptor agonism; activation, % at 20 µM; CHO-K1 APJ PathHunter beta-arrestin, luminescence; 0% DMSO wells, 100% apelin; 330,000 tested, 0.11% active; P35414; AID 2520;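 active means activation more than six SD over the plate average, tested at 20 µM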;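 further: 0% = DMSO alone and 100% = apelin-13 at 10 nM; some results filed as inactive read as strong as hits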
Target sequence (P35414 whole entry, looked up): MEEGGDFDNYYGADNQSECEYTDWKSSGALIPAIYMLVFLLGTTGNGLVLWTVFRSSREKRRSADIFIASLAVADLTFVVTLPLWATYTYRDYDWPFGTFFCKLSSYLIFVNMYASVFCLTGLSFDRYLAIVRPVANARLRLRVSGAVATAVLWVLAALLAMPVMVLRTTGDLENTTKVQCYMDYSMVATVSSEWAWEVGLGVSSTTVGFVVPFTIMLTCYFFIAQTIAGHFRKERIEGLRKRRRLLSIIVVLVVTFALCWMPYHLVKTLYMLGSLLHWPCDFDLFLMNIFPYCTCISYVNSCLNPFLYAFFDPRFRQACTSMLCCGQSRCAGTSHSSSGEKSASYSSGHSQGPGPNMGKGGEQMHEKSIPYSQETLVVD
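Assay system: engineered CHO-K1 APJ arrestin reporter cells; Amount: 1000 CHO-K1 reporter cells seeded per well; Dosing: one dose, 20 µM compound, 1% DMSO; Times: compound stimulation 90 min at 25 °C, detection 60 min; Measured by: luminescent beta-gal fragment complementation, chemiluminescent substrate; Read-out: APJ–arrestin association signal; Controls: DMSO vs Apelin-13 10 nM.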
* = called active by the depositor; . = no result given.

SMILES	NR3A LBD binder	NALP3 yeast inh	TIM10 inh	CHOP UPR activ	tim10-1 inh	Mdm2-MdmX inh	UPR XBP1 act	tim23-1 inh	APJ agonist
O=C(NC1CCCC1)C1CCN(C(=O)c2ccccc2Cl)CC1	-2.4	17.6	-4.2	0.6	-6.4	1.1	1.9	5.2	-0.8
CN1CCN(c2nc3c(c(=O)[nH]c(=O)n3C)n2CC(N)=O)CC1	3.7	1.0	-4.5	-0.5	9.7	-13.3	-2.6	5.5	-1.3
CCC(=O)N/C(N)=N/c1nc2ccccc2o1	0.0	21.8	17.1	5.3	23.4	-27.1	1.9	24.1	1.2
O=C(NC(Cc1ccccc1)C(=O)O)/C(=C/c1ccc([N+](=O)[O-])cc1)NC(=O)c1ccco1 (stereo unspecified)	0.8	9.0	2.4	1.8	11.4	10.0	-0.5	19.5	-0.4
COC(=O)c1ccc(COc2ccc(/C=C(\C#N)c3nc4ccccc4[nH]3)cc2OC)o1	7.4	19.1	53.5*	4.5	9.1	32.4	8.4	30.6	6.1
Cc1nc(NCC2CCCO2)[nH]c(=O)c1CCC(C)C (stereo unspecified)	-0.7	1.1	-7.4	-0.9	8.4	-4.5	-3.3	-4.0	-2.1
CC(C)c1ccc(NC2CCCN(C(=O)c3ccsc3)C2)cc1 (stereo unspecified)	-22.5	13.7	13.5	3.1	28.7	7.0	-0.5	30.3	4.2
N#CCSc1nc2ccccc2c(=O)n1CC1CCCC1	-2.4	29.7	-24.7	1.9	-43.2	2.8	6.0	1.1	-2.6
O=S(=O)(c1ccccc1)c1nc(-c2ccccc2Cl)oc1NCCN1CCOCC1	-1.1	13.7	19.0	2.3	18.0	10.4	7.6	21.5	-4.8
C/C(=N\Nc1ccc(Cl)c(C(=O)O)c1)c1cccs1	2.2	8.9	9.5	2.5	-5.5	1.4	-1.5	8.8	-1.7
CCOC(=O)c1cccc(NC(=O)c2ccco2)c1	1.3	39.2	45.8*	1.9	29.4	-29.7	-0.1	45.2	-4.4
CC(C)c1ccc(-c2nc(N3CCCCCC3)nc3n[nH]c(N)c23)cc1	-0.6	10.2	22.4	1.4	13.8	17.1	2.5	10.3	-6.4
O=C1CC(Cc2ccc(Cl)cc2)C(=O)N1c1ccccn1 (stereo unspecified)	1.9	7.1	-9.7	-2.2	21.0	-7.7	-0.8	4.2	2.9
CCN(C(=O)CSc1nnc(COc2ccccc2F)n1N)C1CCS(=O)(=O)C1 (stereo unspecified)	-2.7	26.0	-5.2	-1.6	9.1	0.5	-5.3	3.9	-4.4
CN(C)C(=O)COc1ccc(C(=O)/C=C/c2cccnc2)cc1	-0.8	28.5	1.6	3.4	19.2	22.9	-4.6	6.1	-3.2
Nc1c(C(=O)Nc2ccc3c(c2)OCCO3)nnn1Cc1ccc(Br)cc1	0.4	16.1	5.4	8.1	5.3	-93.8	9.3	9.7	4.7
Cc1nn(C)cc1C(=O)Nc1c(C)nn(Cc2ccccc2Cl)c1C	-3.5	3.0	2.2	1.0	13.5	11.1	-2.5	1.7	0.8
CC(=O)N(c1ccc(C)cc1)C1C=CS(=O)(=O)C1 (stereo unspecified)	-1.2	9.3	6.5	1.9	12.1	26.4	0.4	13.5	1.0
CN(C(=O)c1cccc(N2C(=O)C3C4C=CC(C4)C3C2=O)c1)C1CCCCC1 (stereo unspecified)	-0.1	5.2	-0.4	-0.6	10.2	14.8	-8.6	8.7	2.3
COc1ccccc1NC(=O)C(NC(=O)OC(C)(C)C)C(C)OCc1ccccc1 (stereo unspecified)	2.3	10.8	16.9	-0.2	18.4	5.1	-1.3	11.7	-4.9
CCOc1cc(NS(=O)(=O)CC)c(OCC)cc1NC(=O)c1ccco1	2.5	-4.5	14.3	-0.4	17.2	0.9	2.8	25.7	-0.3
Cc1ccc(S(=O)(=O)NCC2CCC(C(=O)NCCCOC(C)C)CC2)cc1 (stereo unspecified)	.	9.7	6.0	-1.9	8.5	-2.0	-1.7	10.2	-1.3
CCCN(Cc1cc2cc(OC)ccc2[nH]c1=O)C(=O)c1ccncc1	3.7	14.9	-10.5	0.3	-4.5	32.6	-3.7	2.1	-1.6
Cc1cc(=O)[nH]c(Nc2ccccc2C)n1	-1.8	11.1	24.5	2.2	-7.5	-17.0	1.8	-7.3	-3.9
COc1cc2nc(Cl)nc(N3CCOCC3)c2cc1OC	-0.6	5.0	-11.3	-0.1	2.8	8.7	2.8	3.4	-1.5

Random excerpt: 4 records from the list.
SMILES	NR3A LBD binder	NALP3 yeast inh	TIM10 inh	CHOP UPR activ	tim10-1 inh	Mdm2-MdmX inh	UPR XBP1 act	tim23-1 inh	APJ agonist
O=C(NC1CCCC1)C1CCN(C(=O)c2ccccc2Cl)CC1	-2.4	17.6	-4.2	0.6	-6.4	1.1	1.9	5.2	-0.8
Cc1nn(C)cc1C(=O)Nc1c(C)nn(Cc2ccccc2Cl)c1C	-3.5	3.0	2.2	1.0	13.5	11.1	-2.5	1.7	0.8
CCOc1cc(NS(=O)(=O)CC)c(OCC)cc1NC(=O)c1ccco1	2.5	-4.5	14.3	-0.4	17.2	0.9	2.8	25.7	-0.3
CN1CCN(c2nc3c(c(=O)[nH]c(=O)n3C)n2CC(N)=O)CC1	3.7	1.0	-4.5	-0.5	9.7	-13.3	-2.6	5.5	-1.3

The listing picks up, starting two compounds before the break.
SMILES	NR3A LBD binder	NALP3 yeast inh	TIM10 inh	CHOP UPR activ	tim10-1 inh	Mdm2-MdmX inh	UPR XBP1 act	tim23-1 inh	APJ agonist
Cc1cc(=O)[nH]c(Nc2ccccc2C)n1	-1.8	11.1	24.5	2.2	-7.5	-17.0	1.8	-7.3	-3.9
COc1cc2nc(Cl)nc(N3CCOCC3)c2cc1OC	-0.6	5.0	-11.3	-0.1	2.8	8.7	2.8	3.4	-1.5
Cc1cc(NC(=O)c2ccccc2)n(C)n1	0.9	1.5	8.1	-1.8	-9.9	-11.6	0.7	2.4	-2.8
Cc1c(Cl)cccc1NC(=O)CCN1CCCCCC1	0.5	11.2	-0.7	-3.2	-1.8	-29.2	0.2	0.7	-6.2
COc1ccc(S(=O)(=O)N2CCCC2)c2ccccc12	0.2	4.6	4.4	1.7	20.1	-7.6	-2.3	36.0	-0.9
O=C(Nc1nnc(SCc2ccc(F)cc2)s1)c1ccc2c(c1)C(=O)N(c1ccccc1Cl)C2=O	8.5	-25.8	0.7	-1.9	6.2	6.4	-1.7	-2.8	-1.6
Cc1cccc(NC(=S)NCCc2ccccc2)c1C	1.4	17.4	19.6	4.3	20.8	-5.0	-2.5	44.5	-0.2
CCOC(=O)CC(NC(=O)Cn1nnc(-c2ccccc2Cl)n1)c1ccc(OC)cc1 (stereo unspecified)	1.4	1.8	-21.4	-0.4	-0.2	-24.4	2.2	14.3	-4.6
CN(C)c1cccc2c1c(NC(=O)Nc1ccccc1)nn2C	-0.7	16.9	22.5	1.6	19.5	6.8	-0.6	28.3	2.9
CN(C)S(=O)(=O)c1ccc(Cl)c(NC(=O)CN2C(=O)NC3(CCc4ccccc43)C2=O)c1 (stereo unspecified)	0.5	11.1	4.9	-0.9	0.0	8.3	0.4	-4.2	-4.7
Cc1nc2sc(C(c3cccs3)N3CCOCC3)c(O)n2n1 (stereo unspecified)	0.9	1.6	-8.7	1.1	-3.7	-39.6	-1.5	11.7	-2.8
O=C(c1ccc2c(c1)N(Cc1ccc(F)cc1)C(=O)c1ccccc1S2(=O)=O)N1CCN(c2ccccn2)CC1	-6.4	21.6	10.0	1.8	14.6	0.6	-1.1	7.8	-4.3
Cc1ccc(C2(c3noc(CN4CCC(C(=O)N5CCOCC5)CC4)n3)CCCC2)cc1	-0.9	3.3	7.3	-1.1	19.3	17.9	-0.1	0.8	-4.7
Clc1ccc(-c2nc3ccccc3n2OCc2ccccc2)cc1	2.6	0.0	20.9	-0.3	22.6	24.2	1.1	25.8	-5.3
CC(=O)Nc1cccc(/C(C)=N/NC(N)=S)c1	-1.7	5.5	8.1	-0.7	3.9	17.9	-1.3	18.2	-2.4
O=C(/C=C/c1cccc([N+](=O)[O-])c1)N1CCN(Cc2ccccc2)CC1	-0.9	4.7	8.8	4.4	18.1	13.3	-4.1	18.4	-0.3
Cc1cccc(C)c1OCC(=O)Nc1ccccc1N1CCCCC1	0.3	19.7	16.1	-0.2	15.5	17.5	-4.0	15.8	-2.3
N#Cc1cccc(NC(=O)Cn2cnc(S(=O)(=O)N3CCc4ccccc43)c2)c1	-8.2	6.6	-0.6	2.6	20.2	16.5	-6.9	5.0	-2.0
COc1ccccc1NC(=O)[C@@H]1CCCN1S(=O)(=O)c1ccc(Cl)cc1	-1.0	19.3	5.2	1.6	-8.1	19.0	0.4	27.5	-0.3
CCCc1cc(=O)oc2c(CN3CCCC3)c(O)c(Cl)cc12	2.4	14.6	6.4	-0.5	3.0	28.9	-2.1	-4.7	-2.4
CCC(CO)Oc1cc(NCc2ccc(C(F)(F)F)cc2)c2ncn(C(C)C)c2c1 (stereo unspecified)	-3.7	11.1	-5.5	-0.5	-1.4	22.5	-1.1	5.3	-0.5
COc1ccc(N(CC(=O)NCc2ccccc2)S(=O)(=O)c2c(C)n[nH]c2C)cc1	-1.3	7.9	-7.9	1.4	-6.7	13.1	-6.2	-12.8	5.3
COC(C[C@H](O)[C@H](C)[C@@H](O)COCc1ccccc1)OC	0.0	6.8	-0.2	-0.5	-11.0	-19.5	0.3	-15.2	5.7
COc1ccc(CC(=O)Nc2cc(C)on2)cc1	-1.6	-11.7	4.7	0.5	-0.1	21.5	-0.6	10.4	-3.5
O=C(c1cccs1)c1coc2ccc(O)c(CN(CCO)CCO)c12	1.4	16.0	-4.7	0.4	10.6	17.5	-0.6	-1.5	-6.1
O=[N+]([O-])c1cccc(S(=O)(=O)N2CCN(c3ccccn3)CC2)c1	-0.7	-1.2	6.1	-2.0	2.8	-1.8	-7.2	2.0	-0.4
O=C(COC(=O)c1ccccc1NCCO)Nc1cccc(S(=O)(=O)NC2=NCCCCC2)c1	-1.7	6.3	-9.8	-0.8	-3.5	9.6	2.9	13.5	-4.4
CC(C)CC(OC(=O)c1ccco1)C(=O)NCC1CCCO1 (stereo unspecified)	2.1	-7.8	13.4	1.5	19.0	18.3	2.0	9.5	-4.4
COc1cc(NC(=S)N2CCN(C(=O)C3CCCO3)CC2)c(OC)cc1Cl (stereo unspecified)	1.2	29.8	13.0	-1.7	6.9	-15.9	0.0	16.1	-2.1
Cc1cc(NC(=O)NC(C(F)(F)F)C(F)(F)F)no1	-1.5	-3.3	-5.3	0.1	-4.2	14.2	-1.8	6.5	-3.2

Bioassay records (PubChem BioAssay)
